Screening data from PubChem.
TDP1 inh: blocks human tyrosyl-DNA phosphodiesterase 1; Q9NUW8; Potency, µM (series often up to 130 µM), without a hit: top-dose activity change, negative = inhibition, most hits filed as inhibitors; recombinant TDP1, AlphaScreen DNA substrate cleavage; 350,000 tested, 0.28% active; also: nearly all actives have a fitted effect of over 40% in size
Target sequence (Q9NUW8 whole entry, looked up): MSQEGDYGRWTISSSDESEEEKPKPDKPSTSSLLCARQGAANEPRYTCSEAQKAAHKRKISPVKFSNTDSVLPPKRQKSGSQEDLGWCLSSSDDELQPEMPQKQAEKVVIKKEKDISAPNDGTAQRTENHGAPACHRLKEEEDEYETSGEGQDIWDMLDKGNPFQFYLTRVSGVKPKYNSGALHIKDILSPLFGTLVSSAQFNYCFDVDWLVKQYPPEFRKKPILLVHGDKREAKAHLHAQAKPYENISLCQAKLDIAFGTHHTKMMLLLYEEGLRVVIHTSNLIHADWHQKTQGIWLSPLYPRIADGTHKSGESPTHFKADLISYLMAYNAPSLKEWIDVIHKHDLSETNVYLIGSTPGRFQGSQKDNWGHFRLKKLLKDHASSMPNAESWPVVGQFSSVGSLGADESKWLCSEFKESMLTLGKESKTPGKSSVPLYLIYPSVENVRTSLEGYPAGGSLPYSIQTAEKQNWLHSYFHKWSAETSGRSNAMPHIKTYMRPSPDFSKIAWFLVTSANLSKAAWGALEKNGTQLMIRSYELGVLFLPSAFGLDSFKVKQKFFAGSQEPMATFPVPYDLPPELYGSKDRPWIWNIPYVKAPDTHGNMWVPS
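Compounds were preincubated with Tdp1 (1 nM final) for 15 min at room temperature before substrate (15 nM final) started a 5 min reaction; beads (10 ug/ml final) were then added for 10 min before AlphaScreen detection.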
N370S GC mod: N370S glucocerebrosidase modulation, Gaucher chaperone candidate | N370S GC spleen homogenate, 4MU-glucoside fluorescence | P04062 | Potency, µM (top dose mostly 59.4 µM), inactives show at the top dose activity change, negative = inhibition, most hits filed as inhibitors | 330,000 tested, 0.092% active;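 also: 0% = full enzyme activity and -100% = no enzyme basal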
FEN1 inh: human FEN1 inhibition; 390,000 tested, 0.35% active; P39748; Recombinant FEN1 flap cleavage, fluorescence, 15 min; AID 588795; Potency, µM (titrated, usually from 114 µM), for the others: at the top dose activity change, negative = inhibition, usual class: inhibitors; also: nearly all actives have a fitted effect of over 65% in size
Target sequence (P39748 whole entry, looked up): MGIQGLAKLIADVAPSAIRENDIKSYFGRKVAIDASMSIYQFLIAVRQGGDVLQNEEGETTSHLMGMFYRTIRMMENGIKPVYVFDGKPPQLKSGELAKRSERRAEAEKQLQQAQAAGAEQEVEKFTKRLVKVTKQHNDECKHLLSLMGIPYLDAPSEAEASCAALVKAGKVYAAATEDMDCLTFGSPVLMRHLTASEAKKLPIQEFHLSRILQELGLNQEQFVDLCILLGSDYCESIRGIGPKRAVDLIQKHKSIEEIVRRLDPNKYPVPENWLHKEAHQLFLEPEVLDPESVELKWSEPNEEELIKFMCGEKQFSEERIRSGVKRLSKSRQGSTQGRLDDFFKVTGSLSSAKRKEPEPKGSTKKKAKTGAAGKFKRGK
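Quantitative HTS format: each compound was titrated, incubated with 10 nM nuclease for 15 min at room temperature, then challenged with flap substrate at 50 nM final. Signal change over 15 min gave concentration–effect curves.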
An asterisk follows results filed as active; ? = inconclusive; nt = not tested or not shown; & = joins results of further samples; [ ] = remark or other dose. Calls follow the shape of the dose curve; as a rule, active = well fitted curve in the direction sought with a large enough effect; inconclusive = small, poorly fitted or top-dose-only effect, or another doubt; inactive = no such curve, though single readings can be large; an effect the other way counts as inactive or inconclusive. Unless noted, % is scaled to controls: 0 for no effect and ±100 for the full control effect; potency is read from the fitted curve at half-maximal effect. Outcome played no part in choosing rows (roughly 0.57% active in at least one column).

SMILES	TDP1 inh	N370S GC mod	FEN1 inh
CCCCc1nn2c(=O)cc(COC(=O)c3ccccc3NC(=O)c3ccccc3OC)nc2s1	6%	nt	-5%
Fc1ccc(NC2=NCCCCC2)cc1	4%	-2%	4%
Cc1nc(SCC(=O)Nc2nsc(-c3ccc(C(C)(C)C)cc3)n2)c2c3c(sc2n1)CCCC3	1%	nt	-4%
O=S(=O)(Nc1nnc(-c2ccccc2)s1)c1ccc(Cl)cc1	6%	18%	-2%
O=C(O)c1cccc(N=C2NC(=O)C(CO)(CO)S2)c1	nt	-3%	6%
C=CCNC(=O)c1ccc(C2SCC(=O)N2Cc2ccco2)cc1 (configuration not stated)	nt	2%	13%
CCOP(=O)(/C(C#N)=C(\C)O)c1ccccc1 (configuration not stated)	-3%	-8%	-2%
COc1ccccc1CN(CC(=O)NCc1ccco1)C(=O)CNS(=O)(=O)c1ccccc1	7%	5%	-7%
O=C(CCn1ccc([N+](=O)[O-])n1)NC1CCCCCC1	3%	-19%	-6%
COc1ccc2nc(N/C(N)=N/C(=S)Nc3cccc(C)c3)nc(C)c2c1	5%	2%	?
Cc1cccc(C)c1NC(=O)CN(C)C(=O)CSCc1c(C)noc1C	nt	2%	0%
COc1ccccc1NC(=O)COc1ccc(CO)cc1Cl	4%	4%	-11%
COc1cc(-c2c(NC(=O)c3ccco3)oc3c(C)cccc3c2=O)cc(OC)c1OC	4%	-7%	6%
c1ccc(-c2nc(N3CCCC3)nc3ccccc23)cc1	5%	-5%	-16%
CC1CC(C)CN(C(=O)c2ccc3ccccc3c2)C1 (configuration not stated)	0%	-2%	-5%
CC(=O)Nc1ccc(NC(=O)CN(C)CCC#N)cc1	4%	-3%	-3%
Cc1ccc(NC(=O)CN(C)C(=O)C(c2ccccc2)c2ccccc2)cc1	-3%	nt	-2%
COc1ccc(C)cc1NC(=O)c1ccc(=O)n(Cc2ccccc2)c1	-10%	nt	17%
CCOc1ccccc1N1CCN(C(=O)c2ccc3c(c2)OCO3)CC1	3%	-5%	3%
O=C(CSCc1c(Cl)cccc1Cl)NCC1CCCO1 (configuration not stated)	3%	-16%	-11%
COc1ccc(C(C(=O)NC2CCCC2)N(CCO)C(=O)Cn2nnc(-c3ccc(C)o3)n2)cc1OC (configuration not stated)	nt	-8%	-3%
O=C(O)c1ccc(NCc2nc3ccccc3n2Cc2ccccc2)cc1	nt	5%	16%
CCOC(=O)c1sc2ncn(/N=C/c3ccccn3)c(=O)c2c1C	5%	4%	nt
O=C(Nc1ccccc1Cl)c1cc(=O)c2ccccc2o1	nt	3%	-3%
CC1c2ccsc2CCN1C(=O)NC(=O)c1ccc(Cl)cc1 (configuration not stated)	5%	4%	9%
C[C@@H](C(=O)O)[C@H]1C[C@]1(C)[C@H](NC(=O)OCc1ccccc1)c1ccccc1	-1%&6%	24%&-14%	0%
CCCCN(C)Cc1c(C)[nH]c2c(Cl)cccc2c1=O	3%	1%	4%
Nc1ncnc2c1ncn2[C@@H]1O[C@H](CNCc2ccccc2)[C@@H](O)[C@H]1O	0%	nt	-1%
COc1ccc(S[C@@H](CCN2CC[C@H](NC(=O)OCc3ccccc3)CCC2=O)c2ccccc2)cc1	3%	nt	6%&-8%
CC(=O)c1ccc(OCC(=O)Nc2ccccc2N2CCCC2)cc1	6%	-8%	13%
CSc1ccc(CNC(=O)Cn2ccc3cc(S(=O)(=O)N4CCCC4)ccc32)cc1	3%	nt	12%
COc1ccc(/C=N/n2cnc3c(sc(=S)n3-c3ccccc3)c2=O)cc1	nt	-3%	-2%
C=C(C)CSc1nnc(-c2ccccc2)n1N	2%	9%	6%
COc1ccc(-c2nnc(N(C)C(=O)c3cccnc3)s2)cc1	5%	-2%	6%
CCOC(=O)N1CCN(C(=O)c2ccc3c(=O)n(Cc4ccc(OC)cc4)c(=S)[nH]c3c2)CC1	5%	-5%	-12%
Cc1ccc(S(=O)(=O)N(C)CC(=O)O/N=C(\N)c2ccccn2)cc1	8%	-15%	-2%
COc1ccc(CN(C)C(=O)c2ccccc2Sc2ccccc2C#N)c(OC)c1	2%	1%	-4%
Cc1ccc(C)c(N2CCN(C(=O)Cn3c(-c4cccs4)cc4ccccc43)CC2)c1	2%	nt	-11%
CCOCC(=O)Nc1nc(C)cc(C)n1	-13%	9%	1%
OC(c1ccc(Cl)cc1)c1nnc(-c2ccccc2)o1 (configuration not stated)	-5%	10%	1%
COc1ccc(N(C(=O)CNC(=O)c2ccco2)C(C(=O)NC2CCCC2)c2cccnc2)cc1 (configuration not stated)	nt	-11%	-5%
COC(=O)CCCC1=CC2=CC(=O)C(C)(OC(=O)c3cccs3)C(=O)C2=CN1Cc1ccccc1 (configuration not stated)	17%[12.3 µM]	3%[12.8 µM]	11%
CC(C)(C)c1cc(=O)n2[nH]c(N)nc2n1	0%	-6%	7%
Cc1cccc(OCC(=O)O/N=C(\N)c2ccc(Br)cc2)c1	nt	-14%	-3%
COCc1ccc2oc(C(=O)O)cc2c1	0%	11%	21%
Fc1ccc(Nc2nc(Oc3ccccc3F)nc(N3CCCC3)n2)cc1	9%	27%	8%
O=C(NCCc1ccccc1)c1nnc(CS(=O)(=O)c2ccccc2)o1	nt	-3%	-15%
Cn1c(NC(=O)CC(C)(C)C)cc(=O)n(C)c1=O	-3%	22%	-1%
CC1CC(=O)NN=C1c1cccs1 (configuration not stated)	5%	16%	-8%
CCN(CC(=O)NCc1cccs1)C(=O)/C=C/c1ccc(C)cc1	-3%	nt	-10%
CCC(=O)N1CCN=C1SCc1cccc(F)c1	5%	-7%	-8%
CN(C)CCNC(=O)CN1N=C(c2ccccc2)CCC1=O	3%	nt	25%
CCn1cc(Cl)c(C(=O)NNC(=O)CCn2nc(C)c([N+](=O)[O-])c2C)n1	0%	2%	0%
O=C1NCCN1CCNS(=O)(=O)c1cc(C(F)(F)F)cc(C(F)(F)F)c1	4%	-4%	-7%
Cc1ccc(-c2nc3c(c(=O)[nH]c(=O)n3Cc3ccccc3)n2C)s1	-5%	-4%	nt
O=C(CNC(=O)C1CCCCC1)NCc1ccco1	-6%	2%	2%
Cc1ncc(CN2CCC(C(=O)Nc3ccc(Oc4cccnc4)cc3)CC2)cn1	4%[56.1 µM]	-7%	-2%
Cc1ccc(C2CC(c3ccccc3C)n3nc(N)nc3N2)cc1 (configuration not stated)	5%	-6%	-8%
Cc1cc(C)nc(SC(C)C(=O)N/N=C/c2cccs2)n1 (configuration not stated)	3%	-13%	5%
CCN(CCn1cccn1)C(=O)CCc1nnc(Cc2c[nH]c3ccccc23)o1	1%	2%	0%

Additional structures:
SMILES	TDP1 inh	N370S GC mod	FEN1 inh
O=C(c1ccc(Cl)c(S(=O)(=O)NCc2ccco2)c1)N1CCN(c2ccccc2F)CC1	8%	1%	0%
CCC(C)n1nccc1NC(=O)C(C)OC(=O)c1cc2ccccc2[nH]1 (configuration not stated)	7%	1%	5%
CCOC(=O)c1ccc(COc2ccc(C(C)C)cc2)o1	nt	10%	-7%
Cc1cccc(CN2CCC(C(=O)Nc3cccc(-c4cccc(F)c4)c3)CC2)n1	2%	-14%	-26%
O=C(CCC(=O)N/N=C/c1c[nH]c2ccccc12)NCc1ccccc1	3%	-5%	-1%
Cc1cccc(Sc2c([N+](=O)[O-])ncn2C)n1	4%	-7%	-1%
COCCCNC(=O)Cn1cnc2sc(C)c(S(=O)(=O)N3CCC(C)CC3)c2c1=O	6%	nt	0%
Cc1ccc(/C=C/C(=O)O)cc1S(=O)(=O)NCCO	2%	-2%	1%
O=C(CN1CCN(Cc2ccccc2)CC1)Nc1ccc2c(c1)CCC2	5%	-5%	1%
CN(C(=O)CSc1nc2ccccc2[nH]1)c1ccc(F)cc1	-1%	nt	19%
CC(C)CC(OC(=O)c1nsc(Cl)c1Cl)C(=O)NCC1CCCO1 (configuration not stated)	1%	?	-8%
CC(=O)N1CCN(c2cc(N3CCc4ccccc4C3)c(F)cc2[N+](=O)[O-])CC1	10%	-27%	-21%
CC(CCc1ccccc1)NS(=O)(=O)c1ccccc1Cl (configuration not stated)	6%	-1%	-21%
CC(NC(=O)Nc1cccc([N+](=O)[O-])c1)c1ccc2c(c1)OCO2 (configuration not stated)	6%[56.1 µM]	1%	6%
O=C(Nc1ccccc1)OCCOc1ccccc1	0%	2%	-5%
Cc1cccc(Cn2c(CN3CCC(C(=O)NCc4ccccc4Cl)CC3)cc3ccccc32)c1	-2%	nt	1%
COCCNC(=O)CN(C(=O)CCC(=O)Nc1cc(C)on1)c1ccc(C)cc1C	4%	-1%	8%
O=C(CS(=O)c1ccc(Br)cc1)N1CCOCC1 (configuration not stated)	nt	-8%	-1%
O=C(CCCCCn1c(=S)[nH]c2cc3c(cc2c1=O)OCO3)NCCc1ccccc1	0%	-8%	-12%
COc1ccc(C(=O)NC2CC2)cc1OC1CCN(Cc2ccccc2F)CC1	4%	-5%	0%

Four entries out of the list above, sorted by the value under TDP1 inh, rising:
SMILES	TDP1 inh	N370S GC mod	FEN1 inh
CCOc1ccccc1N1CCN(C(=O)c2ccc3c(c2)OCO3)CC1	3%	-5%	3%
CCOC(=O)c1sc2ncn(/N=C/c3ccccn3)c(=O)c2c1C	5%	4%	nt
CC(CCc1ccccc1)NS(=O)(=O)c1ccccc1Cl (configuration not stated)	6%	-1%	-21%
O=C(c1ccc(Cl)c(S(=O)(=O)NCc2ccco2)c1)N1CCN(c2ccccc2F)CC1	8%	1%	0%

Among those listed so far, 2 have bromine:
SMILES	TDP1 inh	N370S GC mod	FEN1 inh
Cc1cccc(OCC(=O)O/N=C(\N)c2ccc(Br)cc2)c1	nt	-14%	-3%
O=C(CS(=O)c1ccc(Br)cc1)N1CCOCC1 (configuration not stated)	nt	-8%	-1%

(further entries)
SMILES	TDP1 inh	N370S GC mod	FEN1 inh
CCOC(=O)CN1C2=NCCCN2c2ccccc21	-5%	0%	1%
COc1ccc(OC)c(Cc2nnc(CCC(=O)NC3C4CC5CC(C4)CC3C5)o2)c1 (configuration not stated)	7%	9%	-11%
CSc1ccccc1C(=O)Nc1cc(C)ccc1C	-2%	-18%	0%
CC(=O)OCC(OC(C)=O)C(OC(C)=O)C(OC(C)=O)C(=O)Nc1cccc(C)c1 (configuration not stated)	3%	-6%	4%
COc1ccc(/C=N/NC(=O)Cn2nnc3ccccc32)cc1OC	0%	5%	-20%
O=C(COc1cc2oc(=O)c3c(c2cc1Cl)CCC3)Nc1ccccn1	nt	-11%	-4%
CCCCNC(=O)C(=O)NCC1CCCN1S(=O)(=O)c1cccs1 (configuration not stated)	nt	7%	5%
c1ccc(Oc2cc(-n3cncn3)ncn2)cc1	1%	6%	2%
Cc1ccc(C(=O)NN2C(=O)c3ccc(S(=O)(=O)c4ccc(C(=O)O)cc4)cc3C2=O)cc1	0%	-14%	-1%
CCOC(=O)c1sc2nc(C)nc(Nc3ccc(OC)cc3)c2c1C	5%	9%	6%
C/C=C/C=N/Nc1nc(-c2ccc([N+](=O)[O-])cc2)cs1	8%	0%	-3%
Cn1c(=O)[nH]c(=O)c2c1nc(N1CCNCC1)n2Cc1ccccc1Cl	nt	-2%	-6%
NCCOc1ccc(C23CC4CC(CC(C4)C2)C3)cc1	3%	-25%	-7%
CC1CCCN(C(=O)COC(=O)Cc2c(F)cccc2Cl)C1 (configuration not stated)	10%	2%	1%
CCN(CCCNC(=O)CC1Oc2ccc(C)cc2NC1=O)Cc1ccccc1 (configuration not stated)	-11%	6%	-16%
O=C(COC(=O)c1ccc(S(=O)(=O)NCc2ccco2)cc1)c1ccccc1	0%	5%	-4%
COc1ccc(C2OC(=O)c3ccccc3S2)cc1 (configuration not stated)	4%	7%	-2%
CC(C)(C)S(=O)(=O)c1ccsc1C(=O)O	2%	23%	-7%
Cc1ccccc1C(=O)Nc1cc(S(=O)(=O)N2CCCCC2)ccc1N1CCN(C)CC1	6%	11%	-4%
O=C(Oc1ccc2ccc(OC(=O)N3CCOCC3)cc2c1)N1CCOCC1	-6%	0%	2%
C=CCn1c(-c2cccn(Cc3ccc(Cl)cc3)c2=O)n[nH]c1=S	-6%	-1%	-1%
NC(=S)N/N=C/c1coc2c(ccc3ccccc32)c1=O	8%	4%	4%
